Source: PubChem BioAssay
TbMetRS inhib = Trypanosoma brucei MetRS inhibition. purified T. brucei MetRS, ATP depletion, Kinase-Glo luminescence. inhibition, % at 11.9 µM. actives 0.4% (n = 360,000);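 active = inhibition above a per-plate cutoff of the control wells' mean inhibition plus 3 SD, cut at about 5.5% in these data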;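 note: 0% = DMSO wells median and 100% = median of wells with control inhibitor compound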
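Assay system: T. brucei methionyl-tRNA synthetase, purified | Medium: HEPES buffer with MgCl2, KCl, DTT, spermine, BSA, pyrophosphatase | Compound: 11.9 µM single point | Incubation: 15 min enzyme-compound preincubation, 2 h reaction, 10 min detection, 25 °C | Measured by: Kinase-Glo luciferase luminescence reporting remaining unconsumed ATP | Measure: % inhibition normalized to control-well medians | Replication: Singlicate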
DNMT1 block = DNMT1 (human) enzyme inhibition; actives 0.83% (n = 360,000); DNMT1 molecular beacon, Hinp1I cleavage, fluorescence; P26358; inhibition (reported as % activation of signal), % at 10 µM; AID 588458; in the data active = inhibition above about 50%
CSN inh = inhibitors of human CSN-mediated cullin deneddylation | Q92905 | Purified CSN, SCF-Nedd8-OG deneddylation, fluorescence polarization | inhibition, % at 12.5 µM | actives 0.38% (n = 360,000) | AID 651999;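 active = pattern-corrected inhibition above about 35%, with an unprinted fluorescence ratio check between 0.5 and 1.5, limit read from the data, passing the limit was not always enough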;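 note: 0% = enzyme with substrate and 100% = substrate without enzyme; some results filed as inactive read as strong as hits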
Target sequence (Q92905 whole entry, looked up, one chain of several): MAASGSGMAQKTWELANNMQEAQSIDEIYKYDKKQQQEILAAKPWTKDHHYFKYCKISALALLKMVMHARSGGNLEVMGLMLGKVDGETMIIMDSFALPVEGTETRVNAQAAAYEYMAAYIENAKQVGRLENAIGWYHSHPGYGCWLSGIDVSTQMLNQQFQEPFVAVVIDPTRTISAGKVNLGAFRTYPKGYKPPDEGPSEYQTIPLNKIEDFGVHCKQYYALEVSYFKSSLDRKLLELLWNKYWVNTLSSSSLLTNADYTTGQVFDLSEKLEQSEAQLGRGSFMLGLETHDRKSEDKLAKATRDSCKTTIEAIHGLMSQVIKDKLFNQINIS
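assay system = purified human Csn5 enzyme expressed in HEK293T cells | amount = 0.24 nM enzyme | buffer or medium = Tris/NaCl/DTT buffer, pH 7.5 | reagent = 10 nM SCFSkp2-Nedd8OG | compound = one concentration, 12.5 µM, 0.25% DMSO | times = 90 min reaction at room temperature | signal = FP | read-out basis = % inhibition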
LMPTP block = LMPTP (human) inhibition | P24666 | recombinant LMPTP-A, OMFP fluorogenic substrate, fluorescence intensity | inhibition, % at 20 µM | actives 0.22% (n = 360,000);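 active = compounds that cut the enzyme signal by at least half of the control window in the single-dose screen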;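 note: plate controls were DMSO wells with enzyme plus substrate for no effect and substrate without enzyme for full effect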
Target sequence (P24666 whole entry, looked up): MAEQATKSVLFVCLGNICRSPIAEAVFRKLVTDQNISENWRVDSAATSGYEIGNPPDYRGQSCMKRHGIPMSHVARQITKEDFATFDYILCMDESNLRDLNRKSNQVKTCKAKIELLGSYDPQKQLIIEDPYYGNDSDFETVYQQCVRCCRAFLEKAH
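Material: LMPTP-A; amount: 0.625 nM enzyme; doses: single 20 µM dose; times: reaction 50 min, room temperature, dark; technique: fluorescence intensity of OMFP turnover product; benchmarks: no-enzyme and uninhibited controls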
MsrA inhibitor = inhibitors of bovine MsrA; purified bovine MsrA, absorbance read-out; inhibition, % at 15.5 µM; actives 0.75% (n = 360,000); AID 651718; in the data active = inhibition above about 4.5%;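 note: 0% = vehicle wells with enzyme and 100% = reference inhibitor wells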
Rpn11 block = inhibitors of human proteasome Rpn11; human 26S proteasome, Ub4-pepOG fluorescence polarization; 20S core pre-blocked with epoxomicin; calls only at 20 µM; actives 0.59% (n = 360,000); AID 588493;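 active = inhibition at 20 µM, scaled to each plate's controls, above about 33%, limit read from the data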
STEP block = blocks human striatal-enriched tyrosine phosphatase; P54829; recombinant STEP, OMFP fluorogenic substrate, fluorescence; inhibition, % at 20 µM; actives 0.25% (n = 360,000); AID 588621;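 active = inhibition at 20 µM, scaled per plate between control wells, above about 37%, limit read from the data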;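 note: 0% = DMSO with enzyme and substrate and 100% = substrate only without enzyme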
Target sequence (P54829 whole entry, looked up): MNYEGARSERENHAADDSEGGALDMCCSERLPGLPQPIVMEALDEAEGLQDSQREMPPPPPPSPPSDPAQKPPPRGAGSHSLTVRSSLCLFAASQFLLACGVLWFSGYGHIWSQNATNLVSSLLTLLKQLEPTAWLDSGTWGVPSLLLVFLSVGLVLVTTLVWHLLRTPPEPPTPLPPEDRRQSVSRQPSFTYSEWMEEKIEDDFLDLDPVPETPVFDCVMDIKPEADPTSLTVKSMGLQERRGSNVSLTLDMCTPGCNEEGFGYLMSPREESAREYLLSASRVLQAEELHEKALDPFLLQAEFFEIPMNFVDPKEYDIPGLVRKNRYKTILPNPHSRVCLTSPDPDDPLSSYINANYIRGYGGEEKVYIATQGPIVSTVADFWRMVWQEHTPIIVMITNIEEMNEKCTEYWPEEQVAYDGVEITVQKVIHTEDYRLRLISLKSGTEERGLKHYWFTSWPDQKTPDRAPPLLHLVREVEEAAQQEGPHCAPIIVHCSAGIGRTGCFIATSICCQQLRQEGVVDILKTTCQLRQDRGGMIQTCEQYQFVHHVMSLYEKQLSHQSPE
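Material: STEP (striatal-enriched tyrosine phosphatase) enzyme, cell-free; Compound dosing: 20 µM single dose in 1% DMSO; Technique: fluorescence read at 480 nm ex / 540 nm em; Times: reaction 20 min, ambient temperature; Medium: 50 mM Bis-Tris pH 6.0 with 2.5 mM DTT and 0.005% Tween 20; Also added: OMFP at 25 µM.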
SUMO1-SIM PPI = SUMO1-SIM interaction modulation; P63165; SUMO1 binding to a labelled peptide, TR-FRET, 1 h; inhibition, % at 20 µM; actives 0.33% (n = 360,000); in the data active = inhibition above about 37%
NadD inh = inhibitors of Staphylococcus aureus NadD | purified NadD enzyme, colorimetric absorbance read-out | inhibition, % at 20 µM | actives 0.78% (n = 360,000) | AID 602399; in the data active = inhibition above about 26%; note: some compounds past the cut are filed as inactive
Scp-1 inhibitor = blocks human Scp-1 phosphatase activity. Recombinant Scp1, phosphopeptide, malachite green phosphate absorbance. inhibition, % at 20 µM. actives 0.88% (n = 340,000);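 active = inhibition above about 50% at 20 µM, limit read from the data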;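 note: plate controls were DMSO wells with enzyme for no effect and wells lacking enzyme for full effect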
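assay system = SCP-1 phosphatase catalytic domain, residues 76-261 | buffer or medium = 50 mM Tris acetate pH 5.5, 0.005% Tween-20, 10 mM MgCl2 | incubation = enzyme reaction 45 min at room temperature, colour 5 min, stabilisation 30 min | signal = Phosphate-binding colour reagent, absorbance read at 630 nm | measure = % inhibition at 20 µM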
* = called active by the depositor; i = inactive; nt = not tested or not shown.

Each structure is followed by: TbMetRS inhib	DNMT1 block	CSN inh	LMPTP block	MsrA inhibitor	Rpn11 block	STEP block	SUMO1-SIM PPI	NadD inh	Scp-1 inhibitor
#1 CC1CN(S(=O)(=O)c2cccc(C(=O)OC(C)C(=O)NC3CCCCC3C)c2)CC(C)O1 (centres undefined)
    -0.5	-1	1	-1.3	0.3	i	-3	3	1	0
#2 Cc1ccc(S(=O)(=O)N2CCCOC2CNC(=O)C(=O)NCCC2=CCCCC2)cc1 (centres undefined)
    -0.8	-3	-12	0.2	-0.4	i	-1	1	-8	-4
#3 COc1ccccc1CCN=C(N)NS(=O)(=O)c1ccccc1
    1.6	13	5	-2.2	0.1	i	3	2	-6	-6
#4 CC(C)c1cc(C(F)(F)F)n2nc(C(=O)Nc3ccc4c(c3)OCO4)cc2n1
    -0.7	-2	0	-0.8	-0.5	i	1	3	-1	-2
#5 O=C(c1ccc2c(Cl)c3c(nc2c1)CCCC3)N1CCN(c2ccc(F)cc2)CC1
    -1.6	-13	-2	4.5	0.8	i	3	0	1	17
#6 CN(C)c1cccc2c1C(=O)c1ccccc1C2=O
    -0.2	6	-11	4.3	0.4	i	2	-11	0	-7
#7 COc1ccc(CCNc2cc(=O)[nH]c(N)n2)cc1
    -0.2	-8	-4	0.6	nt	i	-2	-14	2	0
#8 CC1(c2nc3ccccc3[nH]2)CCC2=Nc3ccccc3CN21 (centres undefined)
    -0.5	nt	-3	0.3	1.4	nt	nt	2	-10	nt
#9 C=CCNC(=O)c1ccccc1NC(=O)Nc1ccccc1
    -1.1	5	4	-1.0	-0.3	i	1	0	-2	-3
#10 CSc1ccc(CN(C)CCc2ccccn2)cc1
    -0.2	3	5	-3.3	1.0	i	0	-2	-4	6
#11 Cc1nc(Cl)sc1C(=O)NC(C)c1ccc(Cl)cc1 (centres undefined)
    0.6	0	-3	-0.8	-1.0	i	0	2	-1	-7
#12 CCC(C)(C)n1nnnc1C(c1cccnc1)N1CCC(Cc2ccccc2)CC1 (centres undefined)
    -0.1	2	-4	-0.3	-0.8	i	2	0	-6	-1
#13 COc1ccc(Br)cc1-c1noc(-c2ccccc2)n1
    -1.9	4	0	1.4	-0.7	i	-1	0	-3	-8
#14 CCOC(=O)c1ccc2c(c1)[n+](CC)c(C)n2-c1ccccc1
    -1.3	0	3	-2.0	0.2	i	6	2	7	11
#15 O=C(Cc1cccc(NC(=O)C2CCN(C(=O)C3CCCCC3)CC2)c1)Nc1cccc(C(=O)N2CCCC2)c1
    -0.2	3	-2	-0.4	-0.9	i	-2	-2	4	-4
#16 CN1CCN(c2ccc([N+](=O)[O-])cc2C(=O)N2CCCCC2)CC1
    0.8	-2	0	-1.4	0.8	i	-5	-11	-2	1
#17 COc1ccc(CC(=O)NNC(=O)c2ccc(NC(C)=O)cc2)cc1
    0.0	-5	-2	0.8	0.7	i	2	3	7	1
#18 CC1(C(=O)Nc2cnc3ccccc3c2)CCN1Cc1ccccc1Cl (centres undefined)
    0.0	-6	2	2.3	0.3	i	2	-1	-8	nt
#19 O=C1CCC(C(=O)OCC(=O)N2N=C3/C(=C/c4ccccc4)CCCC3C2c2ccccc2)N1 (centres undefined)
    -0.1	-7	-1	2.0	-0.5	i	4	-1	9	-5
#20 Cc1cc(C)n2nc(SCc3cccc(S(=O)(=O)N(C)C)c3)nc2n1
    -0.3	-2	5	-0.8	-0.1	i	-3	4	-2	-9
#21 COc1ccc(NS(=O)(=O)c2cc(N=Nc3c(O)[nH]c(=O)[nH]c3=O)ccc2OC)cc1Br
    -0.8	-9	7	0.6	1.4	i	2	-28	17	nt
#22 O=C(CSc1n[nH]c(-c2cccs2)n1)NCc1cccs1
    -0.5	0	-4	-1.3	0.8	i	0	1	1	-8
#23 O=C(COC(=O)/C=C/c1ccccc1[N+](=O)[O-])NCc1ccco1
    0.0	1	-4	0.5	1.3	i	-2	-27	-2	-8
#24 c1ccc(C2NCCc3ccccc32)cc1 (centres undefined)
    -0.8	2	1	0.0	1.4	i	-1	1	-2	4
#25 COc1ccc(N2CC(C(=O)OCC(=O)NCc3ccccc3)CC2=O)cc1 (centres undefined)
    -0.6	1	6	0.4	1.4	i	-3	-3	3	0
#26 Cn1nnnc1SCCNCc1cccnc1
    -0.5	-5	-4	-2.8	0.8	i	-2	-1	-7	3
#27 O=C(c1ccc(-n2c(SCc3cccc(F)c3)nc3ccccc3c2=O)cc1)N1CCOCC1
    0.3	-8	-1	1.4	0.0	i	1	2	-11	-8
#28 O=C1Nc2cc(Cl)ccc2C1(N1CCNCC1)C(F)(F)F (centres undefined)
    -0.3	1	-3	0.7	0.6	i	-5	4	0	-4
#29 COc1cc(OC)cc(C(=O)NC(C(=O)Nc2ccc3nc(C)sc3c2)C(C)C)c1 (centres undefined)
    -0.4	0	-1	-1.0	0.6	i	1	-5	-6	-2
#30 Cc1ccc(S(=O)(=O)N(CC(=O)N2CCOCC2)c2ccccc2F)cc1
    -0.5	3	4	-1.2	-0.6	i	-1	-4	1	-7
#31 CCCOC(=O)c1ccc(NC(=O)c2ccoc2C)cc1
    0.3	-6	6	1.2	-0.2	i	11	0	0	-2
#32 Cc1cccc(NS(=O)(=O)c2ccc(C)c(C(=O)NCc3ccncc3)c2)c1
    -0.2	-1	6	-0.6	1.6	i	0	1	-2	-3
#33 CCOc1cc(C)cc2oc(=O)cc(-c3ccccc3)c12
    0.2	-1	-2	2.9	6.5*	i	4	-5	2	-8
#34 CC1(C)N=C(c2cccs2)C(C)(C)N1O
    -0.3	3	-2	0.1	0.5	i	0	-4	-5	-2
#35 O=C(CCC1CCCN(C(=O)c2ccoc2)C1)NCc1ccc(F)c(F)c1 (centres undefined)
    0.1	3	-1	2.8	0.4	i	-3	9	-7	2
#36 O=C(c1ccco1)N1CCN(C/C=C/c2ccccc2)CC1
    -1.6	-2	-5	-1.4	0.0	i	0	2	0	-7
#37 COc1cccc(-n2nnc3c(=O)n(Cc4cccc(C)c4)cnc32)c1
    0.3	0	0	-0.1	-0.3	i	0	7	-10	-16
#38 CCNc1nc(N)nc(-c2cc(Cl)ccc2OC)n1
    -1.3	0	-4	-1.7	0.1	i	-1	0	8	-3
#39 COc1ccc(NC(=O)CSc2ccccc2)cc1S(=O)(=O)N1CCCCC1
    -0.1	-9	-16	0.6	1.5	i	-2	4	0	-4
#40 O=CNc1cc(-c2ccc(C(=O)NC3CC3)cc2)cn2c(-c3ccccc3)cnc12
    -0.2	-15	4	2.4	0.3	i	0	-27	11	nt
#41 CC(C)N(C(=O)Cn1cc(S(=O)(=O)CC(=O)NCc2ccccc2)c2ccccc21)C(C)C
    -0.5	-1	0	-2.0	1.2	i	-1	-4	-7	-2
#42 O=C(NCCCN1CCOCC1)C(=O)N/N=C/c1ccc(F)cc1
    -2.1	6	-6	-1.6	-0.7	i	1	0	0	1
#43 O=C(NCc1ccncc1)[C@@H]1CCCN1C(=O)[C@@H]1CCCN1C(=O)c1cccc2ccccc12
    -0.5	nt	-2	-1.9	-0.8	nt	nt	2	0	nt
#44 C=CCc1cccc(/C=N/NC(=O)C(C)Nc2ccc(C)cc2)c1O (centres undefined)
    -1.7	3	-14	2.4	-0.3	i	-5	-3	1	4
#45 COc1ccc(N2CCN(C(=O)COC(=O)COc3cc(C)cc(C)c3)CC2)cc1
    -0.2	0	0	0.9	-2.0	i	3	2	-7	-5
#46 CC[C@@H]1CCCCc2ccccc2[C@H](C(=O)C[C@H](O)CC(C)=O)OC1=O
    -1.3	6	7	-1.9	-0.6	i	2	5	1	-2
#47 CCCN(CCC)CCNc1c(NC2CCN(C(=O)OCC)CC2)c(=O)c1=O
    -0.7	0	1	-2.9	0.7	i	-4	-5	12	-2
#48 COc1ccc(/C=C(/C(=O)Nc2ccccc2C(=O)N2CCCC2)c2ccccc2)cc1
    -0.5	-6	4	1.6	2.1	i	0	-7	-1	-15
#49 CC1C=CCC2C(=O)N(c3ccccc3OC(=O)c3cccs3)C(=O)C12 (centres undefined)
    -0.3	-2	1	-1.3	0.0	i	1	3	4	-11
#50 O=C1C2C(C(=O)N1c1nccs1)C1C=CC2C12CC2 (centres undefined)
    -0.8	0	-3	-1.4	-0.1	i	-1	-2	7	4
#51 Cc1nnsc1C(=O)NC(C)C12CC3CC(CC(C3)C1)C2 (centres undefined)
    -0.1	-1	-2	-0.6	1.0	i	-2	-3	6	-7
#52 CN1CCN(C(=O)c2ccc3c(=O)n(-c4ccc(F)cc4)c(=S)[nH]c3c2)CC1
    -0.4	-1	-3	-0.4	0.8	i	0	0	-2	-3
#53 O=C(CN1CC[n+]2c(-c3ccccc3)csc21)c1ccc(Br)cc1
    0.0	-5	-3	0.1	-0.4	i	5	3	0	-8
#54 CCCCN(C(=O)Cc1cccc(F)c1)c1c(N)n(CCC)c(=O)[nH]c1=O
    -0.4	2	2	0.1	0.6	i	0	2	7	0
#55 O=C(Nc1cccc(Cl)c1)Nc1nnc([C@@H]2C[C@H](O)[C@@H](CO)O2)s1
    0.1	3	-1	-1.3	1.7	i	2	0	-5	nt
#56 Cc1ccc(CNC(=O)C(=O)c2cn(CC(=O)N3CCCC3)c3ccccc23)cc1
    -0.4	3	1	-0.3	2.7	i	4	-11	-4	-10
#57 O=C(N/N=C/C=C/c1ccccc1[N+](=O)[O-])c1cccs1
    0.0	0	-12	-1.1	1.9	i	-5	-16	-5	-8
#58 CCC(C)N1CCN(C(=O)c2cccs2)CC1 (centres undefined)
    -0.1	0	-6	-2.1	-1.2	i	1	-1	1	-2
#59 CCN(CC)CC#CCC(O)(c1ccccc1)c1ccc(Br)cc1 (centres undefined)
    -0.5	0	-5	0.9	-0.5	i	-2	3	-5	-6
#60 c1cncc(-c2nnc3n2CCC3)c1
    0.2	0	-1	-1.9	0.1	i	-1	1	-2	-8

Just DNMT1 block, Scp-1 inhibitor and NadD inh (2 entries from above):
entry | SMILES | DNMT1 block | Scp-1 inhibitor | NadD inh
33 | CCOc1cc(C)cc2oc(=O)cc(-c3ccccc3)c12 | -1 | -8 | 2
34 | CC1(C)N=C(c2cccs2)C(C)(C)N1O | 3 | -2 | -5

An unsorted share of the library; 3.9% or so of the library scored in one or more.
